Assay outcomes (PubChem BioAssay)
MCL1-BIM inh – MCL1-BIM-BH3 interaction inhibition (human). Q07820. inhibition, % at 10.9 µM. GST-MCL1 / FITC-Bim-BH3 fluorescence polarization. hit rate 0.68% among 320,000;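 active = inhibition above the mean inhibition of all tested compounds plus 3 SD, set per campaign, cut at about 40% in these data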;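 also: 0% = DMSO wells and 100% = unlabeled Bim-BH3 peptide control; higher means more loss of mP so more displacement of Bim peptide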
Efflux pump mplx – blocks antifungal efflux pumps in multiplex yeast assay; S. cerevisiae Candida pump triplex, Nile Red efflux; AID 485275; hit rate 0.44% among 330,000; inhibition, % at 10 µM;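 active = plate passing quality check with inhibition over a set limit, or well fluorescence over plate mean plus 4 SD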;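 also: Nile Red retained in pooled yeast measured as flow cytometry median fluorescence; 0% = buffer negative control and 100% = Enniatin B positive control; higher means more Nile Red kept so more efflux inhibition; some compounds called inactive have numbers as strong as hits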
VLA-4 inh – inhibition in a human VLA-4 binding assay; P13612; VLA-4 expressing cells, ligand binding flow cytometry; inhibition, % (about 7 µM as worked out from the volumes in the protocol); hit rate 0.2% among 330,000; in the data active = inhibition above about 50%
Target sequence (P13612 whole entry, looked up): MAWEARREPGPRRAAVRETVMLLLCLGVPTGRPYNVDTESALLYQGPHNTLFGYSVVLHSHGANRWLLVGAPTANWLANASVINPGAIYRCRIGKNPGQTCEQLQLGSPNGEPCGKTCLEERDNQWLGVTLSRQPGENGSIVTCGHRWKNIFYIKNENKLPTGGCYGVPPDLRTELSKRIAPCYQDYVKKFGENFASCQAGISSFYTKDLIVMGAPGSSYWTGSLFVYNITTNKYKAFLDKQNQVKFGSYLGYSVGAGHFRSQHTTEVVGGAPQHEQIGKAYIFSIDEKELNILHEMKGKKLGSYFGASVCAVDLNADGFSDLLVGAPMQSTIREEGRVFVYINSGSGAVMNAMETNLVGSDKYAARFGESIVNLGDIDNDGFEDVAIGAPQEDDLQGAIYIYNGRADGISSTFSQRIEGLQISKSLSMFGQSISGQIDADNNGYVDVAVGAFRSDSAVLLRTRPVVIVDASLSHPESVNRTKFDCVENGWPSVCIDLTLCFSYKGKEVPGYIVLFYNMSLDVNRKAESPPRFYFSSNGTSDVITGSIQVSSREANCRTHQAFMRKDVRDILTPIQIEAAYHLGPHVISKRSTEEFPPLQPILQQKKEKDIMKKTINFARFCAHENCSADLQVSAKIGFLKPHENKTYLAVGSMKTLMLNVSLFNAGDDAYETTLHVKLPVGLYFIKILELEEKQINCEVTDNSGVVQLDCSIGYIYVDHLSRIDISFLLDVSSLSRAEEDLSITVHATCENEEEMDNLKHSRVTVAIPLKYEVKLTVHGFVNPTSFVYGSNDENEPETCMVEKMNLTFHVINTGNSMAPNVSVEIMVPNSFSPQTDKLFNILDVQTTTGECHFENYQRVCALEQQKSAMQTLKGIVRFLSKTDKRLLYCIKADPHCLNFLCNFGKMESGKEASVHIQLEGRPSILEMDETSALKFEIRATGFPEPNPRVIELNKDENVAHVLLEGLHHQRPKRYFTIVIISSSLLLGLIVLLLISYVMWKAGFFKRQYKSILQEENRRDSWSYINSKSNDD
GLD-1 RNA inh – GLD-1-TGE RNA interaction inhibition (C. elegans) | inhibition, % at 5.96 µM | hit rate 0.44% among 320,000 | purified GLD-1 + fluorescein TGE RNA, fluorescence polarization | AID 2280;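 active = percent inhibition above a per-plate cutoff, the plate mean of test compounds plus 3 SD, cut at about 30% in these data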;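 also: 0% = DMSO wells with GLD-1 and probe and 100% = wells lacking GLD-1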
GRK2 inh – human GRK2 inhibition via aptamer displacement. inhibition of aptamer binding, % at 10 µM. hit rate 0.59% among 330,000. AID 488847. P25098. bead flow cytometry, FAM-aptamer displacement from GRK2;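 active = inhibition of aptamer binding above 40%, roughly 3 SD of noise, on plates passing a quality check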;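 also: median bead fluorescence of bound FAM aptamer so fluorescent compounds give negative values; no value below 0 was filed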
PME-1 inh – blocks human protein phosphatase methylesterase 1; Q9Y570; recombinant PME-1, FP-Rh probe fluorescence polarization; inhibition, % at 5.9 µM; hit rate 0.53% among 320,000; AID 2130;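 active = inhibition above the campaign mean of all compounds plus 3 SD, cut at about 26% in these data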;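 also: competitive labeling of PME-1 active site by serine hydrolase directed probe; 0% = PME-1 with DMSO and 100% = wells lacking PME-1 enzyme; inhibitors block probe labeling so polarization falls and inhibition rises; many of its hits are not listed in these tables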
MEX-5 binding – C. elegans MEX-5 TCR-2 RNA binding activity. activity score (negative = inhibition of binding), % at 10 µM. AID 1832. hit rate 0.38% among 300,000. Q9XUB2. MEX-5/FITC-TCR2 RNA binding, fluorescence polarization; hits give low values;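 active = inhibition past about -25% in most replicates, and total fluorescence under double the plate's negative control median, limit read from the data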;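 also: 0% = DMSO and -100% = 5 µM competing unlabeled TCR2 RNA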
Fam108B inh – counter-screen for RBBP9 inhibitors: inhibitors of mouse Fam108B; recombinant Fam108B, FP-Rh probe fluorescence polarization; inhibition, % at 9.51 µM; hit rate 0.33% among 300,000; AID 1947;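 active = inhibition above the screen mean inhibition plus 3 SD, computed separately per campaign, cut at about 18% in these data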;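 also: inhibitors lower polarization as less probe binds the enzyme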
Bcl-xL primary – blocks human Bcl-xL binding to Bim BH3 peptide; GST-Bcl-xL / FITC-Bim BH3 peptide fluorescence polarization; hit rate 0.7% among 320,000; inhibition, % at 10.9 µM;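 active = inhibition above the mean of all tested compounds plus 3 SD, cutoff set per campaign, cut at about 30% in these data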;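 also: 0% = DMSO wells and 100% = unlabeled Bim-BH3 peptide competitor; inhibitors lower millipolarization by displacing the labeled peptide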
* hit, by the source's call; x = no result given; & = joins results of further samples. This is a subset; count on the stated rates, not on these rows.

SMILES	MCL1-BIM inh	Efflux pump mplx	VLA-4 inh	GLD-1 RNA inh	GRK2 inh	PME-1 inh	MEX-5 binding	Fam108B inh	Bcl-xL primary
CC(C)(C)NC(=S)N/N=C/c1cccnc1	5	-0.1	0	-1	0	1	0.6	3	4
Cc1ccc(S(=O)(=O)NCCc2nnc3ccc(SCC(=O)Nc4nc(C)cs4)nn23)cc1	13	-0.1	-3	11	1	-4	-1.9	1	11
O=C(CCl)Nc1cccc2ncccc12	10	0.0	1	-5	0	-1	-11	-2	10
O=C(c1ccc2c(c1)N(Cc1ccc(F)cc1)CCS2)N1CCOCC1	2	0.2	-13	7	0	20	0.4	-2	3
Cc1nnc(NC(=O)COc2ccccc2)s1	8	0.0	-6	7	2	4	-0.5	2	7
NC(=O)CC(NC(=O)c1ccccc1)c1ccc(N2CCC(Cc3ccccc3)CC2)c([N+](=O)[O-])c1 (stereo not drawn)	5	-0.1	-4	3	0	-4	0.4	1	7
C=CC[C@@H](CC(=O)N[C@H](CO)Cc1ccccc1)C(=O)N[C@@H](COC(=O)[C@@H](CC=C)CC(=O)OC(C)(C)C)Cc1c[nH]c2ccccc12	x	0.0	-5	0	3	x	x	x	x
CCOC(=O)c1ccc(NC(=O)C2CC2)cc1	-1	-0.1	-3	-5	0	6	-0.1	10	-3
COc1ccccc1NS(=O)(=O)c1cc(NC(=O)C(C)C)ccc1N1CCCCC1	4	0.0	11	7	0	-7	0.1	-13	6
c1ccc(-c2ccccn2)nc1	-14	0.1	16	3	0	-5	1.4	-3	-8
CCOc1nc2ccccc2nc1C	4	-0.1	29	12	1	2	-1.6	2	0
Cc1c(C)n(C)c2ccc(C(=O)NCCN3CCOCC3)cc12	7	-0.1	5	-1	2	-60	2.2	-34	9
Cc1ccc(S(=O)(=O)N2CCN(S(=O)(=O)N3CCCCC3)CC2)cc1C	19	0.2	2	1	1	2	-0.6	1	3
COc1ccc(-c2cc(=O)oc3cc(OCC(=O)N(C)C)ccc23)cc1	3	-0.2	4	-7	0	1	0.1	1	0
CC(C)(C)c1cc(CCC(=O)NCc2ccncc2)cc(C(C)(C)C)c1O	-2	0.1	6	-1	4	-3	0.9	2	2
Cc1ccc(S(=O)(=O)N2CCC(=O)N(C(COCc3cccc(Cl)c3)C(C)C)CC2)cc1 (stereo not drawn)	2	0.1	-11	0	1	2	-0.1	1	0
CC1=C(C(=O)Nc2cc(C)ccc2C)C(c2cccs2)NC(=S)N1 (stereo not drawn)	-4	-0.2	-46	4	3	-2	-2.6	-1	-5
COc1cc(/C=N/NC(=O)c2cc(-c3cccc(OC(C)C)c3)nc3ccccc23)ccc1O	4	-0.2	11	5	0	-2	2.0	0	2
CCOC(=O)C(C(=O)OCC)C(Nc1cccc(Br)c1)c1ccccc1 (stereo not drawn)	-1	0.0	14	-1	0	-1	-1.5	1	0
Cc1ccc(S(=O)(=O)N2CCOCC2)cc1NC(=O)CNC(C)c1ccccc1 (stereo not drawn)	x	0.3	-7	-1	4	x	x	x	x
S=c1nccc(-c2cccs2)[nH]1	10	0.1	19	0	0	0	1.1	6	10
O=C(N/N=C/C(Cl)=C\c1ccccc1)c1ccco1	-1	-0.2	-15	9	0	0	-0.3	-1	4
CCOc1ccc(NC(=O)CN(C)C(=O)c2ccccc2OCc2c(C)noc2C)cc1OCC	5	0.1	7	0	0	1	2.5	-1	7
Cc1c(C(=O)N2CCN(C(c3ccccc3)c3ccccc3)CC2)oc2ccccc12	3	-0.3	-11	-2	3	-6	x	x	-1
CCn1c(COc2ccccc2)nnc1SCC(=O)CC(=O)Nc1ccccc1OC	-5	0.0	14	35*	0	0	0.1	-3	0
O=C(COC(=O)c1cncc(Br)c1)Nc1nnc(-c2ccccc2)o1	39	2.6	9	8	0	-3	-6.0	1	29
CN(c1ncc(C(F)(F)F)cc1Cl)N1C(=O)C2ONC3(C(=O)CC(C)(C)CC3=O)C2C1=O (stereo not drawn)	6	-0.3	4	15	0	-4	-16	3	3
COc1cccc(CCc2nnc(CCC(=O)NC(C)c3c(C)nn(C)c3C)o2)c1 (stereo not drawn)	-2	0.0	-1	-6	4	-4	-0.1	-1	2
C=CCNc1oc(-c2ccc(Cl)cc2)nc1C#N	x	0.4	3	4	0	x	x	x	x
CCn1cc(C(=O)N2CCN(C3CCCCC3)CC2)c2cc(OC)c(OC)cc2c1=O	3	0.3	-2	-4	2	-1	-2.6	4	5
Cc1nsc(Nc2ccc([N+](=O)[O-])cc2)c1C#N	-5	0.0	-1	-3	1	-4	0.1	3	2
CC12c3ccccc3C(c3ccccc31)C1C(=O)N(c3ccncc3)C(=O)C12 (stereo not drawn)	6	0.2	-9	-9	0	7	2.4	-3	7
COC(=O)c1[nH]c2cc(OC)ccc2c1NC(=O)CCN1CCSCC1	-23	0.4	4	-2	0	-2	1.1	6	-10
CCOC(=O)c1c(NC(=O)CSc2nnc(CNC(=O)c3ccco3)n2C)sc2c1CCC2	12	0.1	5	3	0	3	2.2	4	0
Cc1ccc(-c2csc(N3CCC(C(N)=O)(N4CCCCC4)CC3)n2)cc1	2	0.0	12	-1	0	-4	0.0	-2	3
Cc1ccc(N(C(=O)c2snc(C(N)=O)c2N)C(C(=O)NCC2CCCO2)c2c[nH]c3ccccc23)cc1 (stereo not drawn)	-4	0.1	-4	8	1	-5	-4.5	-3	0
Cn1c(SCCCC(=O)c2ccc(F)cc2)nnc1-c1ccncc1	-5	0.2	10	8	0	2	-1.1	-2	-6
Cc1ccc(SCC(=O)NC2CCCCCC2)cc1	12	0.1	-6	1	1	-1	1.9	6	7
CCO[C@H]1OC(C(=O)N2CCN(Cc3ccc4c(c3)OCO4)CC2)=C[C@@H](C)[C@@H]1CCCO	-2	x	x	1	x	-6	0.0	1	2
COc1ccccc1CNC(=O)C1CC(c2cccc([N+](=O)[O-])c2)=NO1 (stereo not drawn)	9	-0.1	13	4	3	1	3.0	3	7
O=C(Nc1ccccc1F)Nc1cc(S(=O)(=O)N2CCOCC2)ccc1N1CCCC1	6	0.0	4	5	0	0	-4.4	1	8
CN(C)CCNC(=O)/C(=C/c1ccc(-c2ccc(Cl)cc2Cl)o1)NC(=O)c1ccccc1	-7	-0.3	0	-15	0	7	4.6	2	-3
CCOC(=O)c1nnn(CC(=O)NC(=O)Nc2ccc(F)cc2)c1C(=O)OCC	-7	0.2	9	-2	1	-4	0.4	-2	2
COc1cccc(-c2cc(C(=O)N3CCCc4ccccc43)no2)c1	5	0.2	9	5	0	-7	1.3	-2	4
Cc1ccc(C)c(N2CCN(C(=O)c3ccc4c(=O)n5c(nc4c3)CCCCC5)CC2)c1	-3	0.6	3	6	1	-1	0.4	3	-3
Cc1cc(NC(=O)c2ccc(C)c(C)c2)no1	11	0.2	10	8	0	4	-0.8	-4	2
Cc1occc1C(=O)Nc1cccc(C(=O)O)c1	8	-0.3	3	3	3	5	-0.5	-1	9
COc1cccc(NC(=O)CN(C)C(C)C(=O)N2CCCC2)c1 (stereo not drawn)	0	0.1	4	-1	3	4	x	x	1
O=C(CSc1nc2nn(-c3ccccc3)c(=O)c-2c2n1CCCCC2)Nc1cccc(F)c1	x	-0.2	-22	8	0	x	x	x	x
Cc1cc(/C=N/NC(=O)c2cccs2)c(C)n1-c1ccccc1	-2	-0.1	19	5	3	2	-1.0	2	-2
Further results
SMILES	MCL1-BIM inh	Efflux pump mplx	VLA-4 inh	GLD-1 RNA inh	GRK2 inh	PME-1 inh	MEX-5 binding	Fam108B inh	Bcl-xL primary
CC1(C)Oc2ccc3ccc(=O)oc3c2/C(=C/O)C1=O	4	0.0	2	1	2	-11	-2.0	2	5
COCCNc1nnnc2c1sc1nc(N3CCOCC3)c3c(c12)CC(C)(C)OC3	-3	0.2	-1	-6	4	-11	1.5	-5	0
O=C(O)c1ccc2c(=O)n(-c3ccc(F)c(Cl)c3)c(=S)[nH]c2c1	-2	0.0	0	7	0	3	x	-2	9
OCCC1CN(Cc2cccn2-c2ncccn2)CCN1Cc1ccc(F)cc1 (stereo not drawn)	1	0.0	3	-2	0	3	-1.2	1	2
CC(=O)Nc1ccc(S(=O)(=O)NCC(=O)OCC(=O)NC23CC4CC(CC(C4)C2)C3)cc1	-7	0.1	4	-4	0	-6	-6.5	2	3
COc1ccc([C@@]2(C(C)C)ON(c3ccccc3C(F)(F)F)C2=O)cc1	3	0.1	-6	0	3	-2	x	x	-3
COc1ccccc1C(=O)Nc1ccnn1C1CCN(C2CCSCC2)CC1	42*	-0.1	-1	20	0	6	-2.6	7	42*
CN(C(=O)COC(=O)c1ccc(=O)n(Cc2ccccc2)n1)C1CCCCC1	-6	0.1	6	2	0	3	x	x	-1
CN1CCc2cccc3c2[C@H]1Cc1ccc(O)c(O)c1-3	56*	-0.1&-0.3&-0.1	33&-6&-1	7&5&12	0&3&0	-8&0	-84*	-5&2	36*
Cc1cc(C#N)c(C)n1-c1cc(S(=O)(=O)N2CCOCC2)ccc1N1CCCC1	10	-0.1	-7	1	1	7	-1.5	2	9
CCCc1ccc(-c2c(C)sc(N)c2C#N)cc1	6	0.1	6	5	0	5	-0.6	-1	4
COC(=O)NCCOc1nc(N(C)C)nc(N(C)C)n1	0	0.4	-1	5	1	-5	-0.9	1	7
O=C(NCCCN1CCOCC1)c1ccc(Sc2cccc(Cl)c2)c([N+](=O)[O-])c1	-1	0.0	17	-2	1	16	0.4	3	4
CCc1cc(C(=O)c2ccc(Br)cc2)c(NC(=O)CN(CC)CC)s1	3	0.0	19	4	0	-1	0.7	-2	4
CCCCn1c(SCC(=O)N2CCC(C)CC2)nc2ccsc2c1=O	5	-0.1	-46	10	1	4	-1.9	0	7
Cc1onc(-c2c(F)cccc2Cl)c1C(=O)ONC(=O)c1ccccc1	-5	-0.1	13	4	0	4	0.2	3	2
CS(=O)(=O)N1N=C(c2ccco2)CC1c1ccccc1 (stereo not drawn)	-1	0.7	10	-9	0	3	3.0	1	0
O=C(O)C1C2C=CC3(CN(Cc4ccncc4)C(=O)C13)O2 (stereo not drawn)	5	0.2	-1	3	2	-6	-1.5	2	6
COc1cccc(OCCNc2cc(N3CCCCC3)ccc2[N+](=O)[O-])c1	3	0.0	-1	59*	1	-3	0.5	-1	4
COCCn1c(SCC(=O)Nc2ccccc2)nnc1-c1ccoc1C	-9	-0.2	4	5	1	0	-0.3	0	3
CC(=O)Nc1ccc(S(=O)(=O)N2CCN(c3ncccn3)CC2)cc1	12	0.2	1	-5	3	-1	2.7	4	7
O=C(O)c1ccc(Cl)cc1NC(=O)C1CCCO1 (stereo not drawn)	4	0.8	-2	-1	0	-2	1.4	-1	5
COc1ccc(OC)c2[nH]c(=O)c(CCNC(=O)COc3ccccc3)cc12	6	0.1	2	4	0	-3	0.9	2	9
COc1ccccc1NC(=O)C/C(C)=N/NC(=O)COc1c(Br)cc(Br)cc1OC	5	0.1	5	6	0	-8	-1.8	0	-4
COc1ccc(-c2nc(-c3ccccc3)no2)c(OC)c1	2	0.0	4	14	0	-1	-0.1	-2	7
Cc1nc(/C(N)=N/OC(=O)c2c(-c3ccccc3Cl)noc2C)cs1	-8	0.2	26	-4	3	-3	0.4	-9	-4
COc1ccc(-c2cc(C(F)(F)F)nc(SCCC(=O)NCc3ccco3)n2)cc1	-2	-0.1	8	-3	0	-2	-0.9	-1	4
CCN(CC(=O)Nc1ccc(OC)cc1)C(=O)c1oc2c(Cl)cccc2c1C	4	0.0	7	-5	1	-3	2.3	-4	0
COc1ccc(C2COC(=O)C2=N)c(NC(=O)c2ccccc2)c1 (stereo not drawn)	5	-0.3	8	4	1	-2	-0.8	5	4
